CSN inh: blocks human CSN-mediated cullin deneddylation | hit rate 0.38% among 360,000 | Q92905 | Purified CSN, SCF-Nedd8-OG deneddylation, fluorescence polarization | inhibition, % at 12.5 µM;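 active = pattern-corrected inhibition above about 35%, with an unprinted fluorescence ratio check between 0.5 and 1.5, limit read from the data, passing the limit was not always enough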;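 note: 0% = enzyme with substrate and 100% = substrate without enzyme; some results filed as inactive read as strong as hits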
Target sequence (Q92905 whole entry, looked up, one chain of several): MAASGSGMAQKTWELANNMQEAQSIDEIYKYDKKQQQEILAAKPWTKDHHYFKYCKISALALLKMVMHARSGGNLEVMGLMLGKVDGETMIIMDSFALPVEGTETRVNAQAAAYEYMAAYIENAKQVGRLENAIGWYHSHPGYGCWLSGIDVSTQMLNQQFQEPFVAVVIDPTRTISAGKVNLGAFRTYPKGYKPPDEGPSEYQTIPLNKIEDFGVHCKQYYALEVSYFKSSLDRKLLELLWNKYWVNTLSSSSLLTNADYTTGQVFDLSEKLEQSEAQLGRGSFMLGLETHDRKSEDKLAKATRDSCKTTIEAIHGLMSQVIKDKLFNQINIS
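Detection – fluorescence polarization · System – HEK293T-derived human Csn5 enzyme · Controls – substrate-only high control, full reaction low control · Timing – 90 min, room temperature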
Neddylation inh: blocks human cullin neddylation. TR-FRET cullin neddylation, biochemical. calls only at 25 µM. hit rate 0.58% among 360,000; in the data active = inhibition above about 36%
MsrA act: activates bovine MsrA enzyme | purified bovine MsrA, absorbance read-out | hit rate 0.3% among 360,000 | activation, % at 10.6 µM | AID 602163; in the data active = activation above about 7.5%;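 note: 0% = vehicle and 100% = reference activator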
FAS-TE inh: inhibitors of human fatty acid synthase thioesterase domain | P49327 | recombinant FAS-TE, OMFH fluorogenic substrate, fluorescence endpoint | inhibition, % at 15 µM | hit rate 0.67% among 360,000 | AID 602261;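 active = compounds whose normalised, plate-corrected inhibition of enzyme fluorescence in the single-dose primary screen is 50% or more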;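 note: 0% = DMSO with enzyme and 100% = substrate without enzyme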
Rin1-Abl PPI inh: blocks binding of human Rin1 to Abl | P00519+Q13671 | inhibition, % at 7.35 µM | hit rate 0.4% among 360,000 | TR-FRET Rin1/Abl binding, biochemical; in the data active = inhibition above about 5%, passing the limit was not always enough
eLon inh: E. coli protease La inhibition; purified E. coli Lon protease, fluorescence polarization; hit rate 0.42% among 360,000; P0A9M0; inhibition, % at 7.94 µM; in the data active = inhibition above about 13%, passing the limit was not always enough;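 note: 0% = enzyme with probe and DMSO and 100% = no enzyme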
Target sequence (P0A9M0 whole entry, looked up): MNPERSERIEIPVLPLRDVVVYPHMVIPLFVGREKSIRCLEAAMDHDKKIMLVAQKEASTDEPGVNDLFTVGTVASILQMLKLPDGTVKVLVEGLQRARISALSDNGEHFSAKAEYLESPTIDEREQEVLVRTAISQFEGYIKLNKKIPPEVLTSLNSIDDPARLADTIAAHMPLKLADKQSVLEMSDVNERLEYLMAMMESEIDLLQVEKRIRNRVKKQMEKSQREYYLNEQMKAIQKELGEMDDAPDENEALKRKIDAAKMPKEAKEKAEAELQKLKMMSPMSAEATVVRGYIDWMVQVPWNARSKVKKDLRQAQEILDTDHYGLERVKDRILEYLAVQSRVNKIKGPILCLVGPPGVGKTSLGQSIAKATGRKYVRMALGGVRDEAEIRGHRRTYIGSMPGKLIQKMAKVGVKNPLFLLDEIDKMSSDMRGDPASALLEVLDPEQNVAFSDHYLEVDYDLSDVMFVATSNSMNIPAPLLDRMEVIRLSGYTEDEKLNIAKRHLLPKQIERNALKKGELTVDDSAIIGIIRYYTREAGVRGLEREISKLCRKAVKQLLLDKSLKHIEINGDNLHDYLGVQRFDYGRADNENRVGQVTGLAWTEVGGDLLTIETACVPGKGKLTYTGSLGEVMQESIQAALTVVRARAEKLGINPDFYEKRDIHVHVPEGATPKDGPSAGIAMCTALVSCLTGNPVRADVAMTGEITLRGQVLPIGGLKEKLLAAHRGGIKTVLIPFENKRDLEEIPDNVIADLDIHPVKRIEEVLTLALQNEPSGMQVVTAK
MsrA inh: inhibits bovine methionine sulfoxide reductase A; purified bovine MsrA, absorbance read-out; inhibition, % at 15.5 µM; hit rate 0.75% among 360,000; AID 651718; in the data active = inhibition above about 4.5%;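 note: 0% = vehicle wells with enzyme and 100% = reference inhibitor wells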
TbMetRS inhib: Trypanosoma brucei MetRS inhibition. hit rate 0.4% among 360,000. purified T. brucei MetRS, ATP depletion, Kinase-Glo luminescence. AID 624268. inhibition, % at 11.9 µM;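 active = inhibition above a per-plate cutoff of the control wells' mean inhibition plus 3 SD, cut at about 5.5% in these data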;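 note: 0% = DMSO wells median and 100% = median of wells with control inhibitor compound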
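Dosing: 11.9 µM compound single dose, 0.9% DMSO; Assay system: purified T. brucei MetRS enzyme; Measured by: Kinase-Glo luciferase luminescence reporting remaining unconsumed ATP; Schedule: 15 min plus 2 h at 25 °C.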
PABP1 MLLE inh: inhibitors of microRNA-mediated deadenylation, human PABP1 MLLE binding; GST-MLLE / FITC-PAM2 fluorescence polarization; inhibition, % at 20 µM; hit rate 0.36% among 360,000; AID 588489; in the data active = inhibition above about 35%, passing the limit was not always enough;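 note: plate controls were DMSO wells with GST-MLLE for no effect and wells lacking GST-MLLE protein for full effect; some results filed as inactive read as strong as hits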
Active calls of the source: *; i = inactive; x = no result given; + = active, no number.

SMILES	CSN inh	Neddylation inh	MsrA act	FAS-TE inh	Rin1-Abl PPI inh	eLon inh	MsrA inh	TbMetRS inhib	PABP1 MLLE inh
Cc1ccc(NC(=O)CCS(=O)(=O)c2ccccc2)cc1S(=O)(=O)N1CCCCCC1	-3.7	i	-2.7	6.9	-1.4	-13.9	0.7	0.0	3.8
O=C(O)CCc1ccc(-c2ccc(Br)cc2)n1-c1cccc(O)c1	-1.9	i	-1.4	3.2	0.8	-13.8	-1.5	0.9	7.4
COc1cc(C(=S)N2CCOCC2)ccc1OC(=O)c1cc(OC)c(OC)c(OC)c1	-2.9	i	-3.3	6.9	2.8	-3.8	0.3	-0.7	32.4
CCCC(C(=O)NCc1ccccc1)N(C(=O)Cn1nnc(-c2cccs2)n1)c1ccc2c(c1)OCCO2 (centres undefined)	-1.7	i	-5.7	27.4	-0.8	0.2	-1.1	0.1	-9.3
O=C(Nc1ccccc1C(=O)NCC1CCCO1)c1ccccc1F (centres undefined)	-0.2	i	-3.6	-1.1	0.1	5.2	0.8	-0.2	11.8
Cc1cccc(NC(=S)N/N=C/c2cccc([N+](=O)[O-])c2)c1	-1.7	i	-4.6	23.6	1.6	7.8	x	-0.5	33.4
O=C(Nc1ccc(Br)cc1)C1Cc2ccccc2O/C1=N\O (centres undefined)	0.4	i	0.8	-13.5	0.0	7.1	0.5	-0.5	13.4
Cc1ccc(S(=O)(=O)Cn2nnnc2C(C(C)C)N2CCN(C(=O)c3ccco3)CC2)cc1 (centres undefined)	1.7	i	-1.6	-1.7	0.3	-0.2	-1.4	-0.6	10.2
Fc1ccccc1N1CCN(c2ncnc3[nH]ncc23)CC1	2.3	i	-4.2	-6.4	0.5	-6.5	1.0	-0.4	6.2
Nc1ncnc2c1ncn2[C@@H]1O[C@H](C(=O)Nc2ccc(C(=O)N3CCCCC3)cc2)[C@@H](O)[C@H]1O	-0.1	i	-3.3	-2.7	0.8	-10.2	-0.8	-0.7	-12.0
COc1ccc(CC(O)CC2c3c(cc4c(c3OC)OCO4)CCN2C)cc1 (centres undefined)	-3.4	i	-1.0	-0.9	0.9	-4.1	0.9	-1.2	-4.4
O=[N+]([O-])c1ccccc1S(=O)(=O)Nc1ccc(-c2ccc(N3CCOCC3)nn2)cc1	1.2	i	-1.4	-5.4	3.5	1.5	1.7	-0.3	-6.6
CCOc1ccc(S(=O)(=O)N(CC)CC)cc1NC(=O)c1ccc(N2CCCC2=O)cc1	2.5	i	-9.6	5.7	7.9	-4.0	-0.8	-0.6	-5.0
O=C(N/N=C/c1ccc(Br)s1)Nc1ccccc1	-3.1	i	-3.1	25.9	2.2	1.6	1.3	-0.5	0.5
CCC(C)(C)C1CCC2(CC1)NC(=O)N(CC(=O)NC(C)CCc1ccccc1)C2=O (centres undefined)	2.4	i	-3.9	2.4	2.0	8.9	-0.2	-0.3	-13.9

The final 3 entries of the part before open the next one:
SMILES	CSN inh	Neddylation inh	MsrA act	FAS-TE inh	Rin1-Abl PPI inh	eLon inh	MsrA inh	TbMetRS inhib	PABP1 MLLE inh
CCOc1ccc(S(=O)(=O)N(CC)CC)cc1NC(=O)c1ccc(N2CCCC2=O)cc1	2.5	i	-9.6	5.7	7.9	-4.0	-0.8	-0.6	-5.0
O=C(N/N=C/c1ccc(Br)s1)Nc1ccccc1	-3.1	i	-3.1	25.9	2.2	1.6	1.3	-0.5	0.5
CCC(C)(C)C1CCC2(CC1)NC(=O)N(CC(=O)NC(C)CCc1ccccc1)C2=O (centres undefined)	2.4	i	-3.9	2.4	2.0	8.9	-0.2	-0.3	-13.9
COc1cc(C(=O)ON=C2C3CC4CC(C3)CC2C4)cc(OC)c1OC	2.8	i	-5.2	16.9	-0.2	-1.7	0.7	-1.4	-11.2
CC(=O)C(=[N+]=[N-])C(=O)NCc1ccccc1	4.9	i	-3.2	-6.4	-3.2	3.3	-0.4	-0.7	-5.8
CCOc1cccc2sc(N(CCN(CC)CC)C(=O)c3ccc(S(=O)(=O)N4CCCC4)cc3)nc12	-0.6	i	-3.1	0.3	-4.3	-6.1	0.8	-0.2	20.3
CCc1cc(C(=O)O)c(NC(=O)c2cc(OC)c(OC)c(OC)c2)s1	-3.0	x	-4.5	-4.3	-0.1	-5.9	3.0	-0.1	14.9
COc1ccc(Cn2c3ccc(OC)cc3c3nc4ccccc4nc32)cc1	-44.1	i	-4.4	-5.4	-2.3	2.2	-0.1	-0.3	137.3
Cc1cc(NC(=O)CCSc2ccc(Cl)cc2)no1	2.8	i	-1.8	-6.0	0.3	0.0	1.5	-0.2	7.2
COC(=O)C1=C(O)/C(=C\c2ccc(OCC(=O)Nc3ccc(OC)cc3)cc2)N=C1C	-3.1	i	-2.9	-4.8	1.9	-4.1	0.9	-0.1	9.3
O=C(CN1CCCN(S(=O)(=O)c2ccc(F)cc2)CC1)Nc1c(Cl)cccc1Cl	109.2*	i	-4.7	-0.7	0.7	6.1	0.8	-0.5	10.5
CCN(CC)S(=O)(=O)c1ccc(C)c(C)c1	4.5	i	-8.2	-10.2	2.1	-6.3	1.1	-0.5	1.5
CC(C)CCN1CCN(Cc2cn[nH]c2C2CCCCC2)CC1CCO (centres undefined)	7.8	i	-1.0	-3.2	-0.5	-5.2	2.1	-0.2	-2.7
Cc1ccc(Nc2nnc(SCc3ccccc3)s2)cc1	-0.5	i	-10.2	1.9	-1.6	-6.1	0.1	-0.2	-17.5
Nc1n[nH]c(-c2ccccc2[N+](=O)[O-])n1	-13.2	i	-4.9	-9.4	2.9	10.0	2.1	-0.1	-10.2
COC(=O)c1cccc(NS(=O)(=O)c2ccc(OC)c(OC)c2)c1C	0.1	i	-3.8	-9.0	0.5	-4.6	0.7	0.0	3.6
CCOC(=O)c1ccc(NC(=O)CN2CCN(CCN=CC3=C(O)CC(C)(C)CC3=O)CC2)cc1	-5.5	i	-3.4	-9.0	-0.2	-2.3	-0.2	-0.1	-20.9
O=C(NCCc1cccc(F)c1)C1CCC(=O)N(CCCc2ccccc2)C1 (centres undefined)	-1.1	i	-6.8	-1.4	3.0	-2.4	0.1	-0.3	4.2
Nc1cc(=O)[nH]c(SCc2ccc(Cl)cc2)n1	-4.2	i	-0.9	-7.3	1.0	6.7	0.6	0.3	1.9
COC(=O)c1ccc(CN(C(C)=O)c2ccccc2)o1	-0.7	i	-11.2	-12.2	3.0	2.0	-0.4	-1.1	-16.5
CCn1c(CC(=O)Nc2ccc(F)cc2)nnc1SCC(=O)Nc1nncs1	-4.5	i	-0.7	-7.4	-1.4	0.8	-0.1	-0.6	-8.4
CCC1CCCCN1CCCNC(=O)CCC(=O)N1CCOc2ccccc21 (centres undefined)	1.5	i	-2.4	-1.1	-3.6	-3.5	-0.3	-0.3	-0.7
CN(C)Cc1cc(O)c(CN(C)C)cc1O	-5.8	+	-2.3	-9.5	13.4*	32.1*	-0.6	1.1	78.6*
COC(=O)Cc1ccc(NC(=S)NC(C)(C)C)cc1	-2.3	i	1.5	-4.2	-2.9	7.0	1.5	-0.2	38.5
CCOC(=O)c1cc2c(nc1N)CCCC2	-1.3	x	-5.6	-0.4	-4.9	-3.0	1.9	-0.7	5.7
COc1ccccc1CN1CCNC(=O)C1CC(=O)NCC1CCOCC1 (centres undefined)	-2.8	i	-2.0	-4.2	0.7	3.5	-0.6	0.3	18.9
O=C1OCCC1Sc1nnc(-c2ccc(Br)cc2)o1 (centres undefined)	1.1	i	-5.5	-3.5	-0.3	-3.2	-0.1	0.1	-82.0
O=C(Nc1cccnc1Cl)c1noc2c1CCc1ccccc1-2	2.1	i	-5.0	1.8	-1.3	-3.0	0.6	-1.2	-1.7
COc1ccc2c(c1)[nH]c1c(=O)n(/N=C/c3ccc(OC)c(CN4CCCCC4)c3)cnc12	0.3	i	-5.9	-4.6	1.1	-5.9	2.5	-0.8	-2.1
COc1ccc(C(=O)OCCOc2cccc(Cl)c2)cc1S(=O)(=O)N1CCOCC1	-2.5	i	-6.6	16.7	3.4	5.6	-0.6	-0.2	-13.7
O=C(NCCN1CCOCC1)C(=O)NCC1OCCCN1S(=O)(=O)c1cc(F)ccc1F (centres undefined)	1.6	i	0.3	-4.2	2.0	-4.5	-0.3	-0.3	7.6
CSc1nnc(-c2ccc(C(F)(F)F)nc2C)o1	-0.5	i	-4.9	-4.7	4.4	4.4	-0.2	-0.4	-9.6
Cc1sc2ncnc(N/N=C/c3cccc(O)c3)c2c1C	4.2	i	-6.7	9.7	-3.5	-6.5	2.2	-0.5	1.3

Of the compounds above, these contain a COOH group:
SMILES	CSN inh	Neddylation inh	MsrA act	FAS-TE inh	Rin1-Abl PPI inh	eLon inh	MsrA inh	TbMetRS inhib	PABP1 MLLE inh
O=C(O)CCc1ccc(-c2ccc(Br)cc2)n1-c1cccc(O)c1	-1.9	i	-1.4	3.2	0.8	-13.8	-1.5	0.9	7.4
CCc1cc(C(=O)O)c(NC(=O)c2cc(OC)c(OC)c(OC)c2)s1	-3.0	x	-4.5	-4.3	-0.1	-5.9	3.0	-0.1	14.9

Additional records follow:
SMILES	CSN inh	Neddylation inh	MsrA act	FAS-TE inh	Rin1-Abl PPI inh	eLon inh	MsrA inh	TbMetRS inhib	PABP1 MLLE inh
COc1ccc(CC(N)c2csc(Nc3ccc(S(C)(=O)=O)cc3)n2)cc1 (centres undefined)	4.1	i	-2.3	-6.3	0.9	5.7	1.0	-0.1	8.6
COc1ccccc1NC(=O)c1ccc(COc2ccccc2OC)cc1	-1.2	i	-2.8	19.4	-2.0	1.8	0.3	0.3	-5.8
COc1ccc(NC(=O)COc2coc(CN3CCc4ccccc4C3)cc2=O)cc1	-3.1	i	-1.3	-6.2	0.5	-2.6	-0.1	-0.3	-21.7
CC(=O)Nc1ccc(NC(=O)Cn2cnc3c(nnn3Cc3ccc(F)cc3)c2=O)cc1	0.7	i	-9.0	-9.2	1.2	-8.1	-0.6	-0.5	1.6
Cc1c(C(=O)Nc2ccc(Br)cc2)cnn1C	-2.6	i	-3.3	-11.9	-0.4	3.6	0.1	0.3	3.9
CC1(C)CC(NC(=O)c2ccc(F)cc2)CC(C)(C)N1	-0.1	i	-2.8	-5.8	-0.8	-4.7	0.3	0.0	3.2
COCCn1c(=O)[nH]c2cc(C(=O)NCC3CCCO3)ccc2c1=O (centres undefined)	-2.5	i	-12.1	-6.7	1.0	-12.4	1.7	-1.5	3.5
Cc1ccc(N2CC(=O)N(CC(=O)O)C2=O)cc1	-3.0	i	-3.6	-6.4	-2.8	-1.2	-0.3	1.0	-2.4
COc1ccccc1/C=N/NC(=O)c1ccc(NC(=O)c2ccccc2Br)cc1	-13.4	i	-4.1	1.5	0.6	-1.9	1.7	-0.6	6.4
Cc1cc(OC(C)C(=O)Nc2cccnc2)ccc1Cl (centres undefined)	-3.5	i	-3.7	-1.9	-1.1	9.4	-0.7	-0.7	-2.5
Oc1cccc(-c2csc(C(O)(c3ccccc3)C(F)(F)F)n2)c1 (centres undefined)	-3.4	i	-4.2	14.6	1.7	-0.1	0.0	-0.3	-23.9
O=C(CCc1nc(-c2ccccn2)no1)NCc1ccc2c(c1)OCO2	-4.3	i	-3.6	-4.4	-0.8	-3.3	1.6	0.4	-9.2
CC(NS(=O)(=O)c1ccc([N+](=O)[O-])cc1)C(=O)NN (centres undefined)	3.4	i	-1.5	1.0	0.8	4.0	-0.7	-0.5	13.7
CSc1nsc(/C=C/Nc2cccc(Cl)c2)c1C#N	21.2	i	-1.0	8.0	-0.8	-17.1	-0.3	0.1	-33.1
COc1ccc(CCCCCCOCc2ccccc2)cc1	-1.8	i	-2.5	21.4	0.4	5.1	0.5	-0.4	-0.1
CC(C)(C)c1ccc(NC(=O)COC(=O)c2ccc([N+](=O)[O-])s2)cc1	3.5	i	10.4*	46.3	-0.9	3.7	0.3	-0.2	4.4
CC(C)(C)c1csc(NC(=O)Nc2ccccc2)n1	-10.9	i	-7.2	6.5	3.3	-8.9	2.0	-0.6	16.2
